RGS12 GoLoco inh – RGS12 GoLoco-Gai1 interaction inhibition; P63096; Gai1:RGS12 GoLoco peptide FP, rhodamine, 10 min; Potency, µM (titrated, usually from 61.6 µM), inactives show at the highest dose activity, negative = inhibition, usual class: inhibitors; hit rate 0.44% among 230,000; AID 880; active = well fitted inhibition curve with a large enough effect, not every such curve was filed as active; inactive = no such curve, though single readings can be large or run the other way; note: % is set by controls: 0 for no effect and ±100 for the full control effect; nearly all actives have a fitted effect of over 30% in size; many of its hits are not listed in these tables
Target sequence (P63096 whole entry, looked up): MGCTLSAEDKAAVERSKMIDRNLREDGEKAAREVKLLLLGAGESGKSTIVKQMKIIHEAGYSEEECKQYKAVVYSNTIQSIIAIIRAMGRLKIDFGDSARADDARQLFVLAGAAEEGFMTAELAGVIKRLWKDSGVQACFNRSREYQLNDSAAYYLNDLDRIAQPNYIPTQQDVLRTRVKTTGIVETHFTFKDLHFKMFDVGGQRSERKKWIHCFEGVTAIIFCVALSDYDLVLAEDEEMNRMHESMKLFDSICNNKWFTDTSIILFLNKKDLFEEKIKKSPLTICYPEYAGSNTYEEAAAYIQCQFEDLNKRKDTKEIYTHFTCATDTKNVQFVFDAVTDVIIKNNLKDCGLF
Epigenetic reg – derepresses silenced GFP reporter in murine cells. murine LDR cells, GFP reporter derepression, 30 h. Potency, µM (top dose mostly 53.9 µM), inactives show at the top dose GFP activation, actives largely listed as activators. hit rate 0.2% among 280,000; note: % of control where 0% means no effect; nearly all actives have a fitted effect of over 60% in size
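Murine LDR cells bearing a silenced CMV-driven GFP reporter were exposed to compound for 30 h at 37 C. After PBS washes, GFP-positive cells (20-120 um objects) counted by laser-scanning microplate cytometry.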
Luc counter – blocks Kinase-Glo luciferase, a counter-screen artifact | Q27757 | Kinase-Glo luciferase, ATP luminescence, 8 min | Potency, µM (highest dose often 38.3 µM), for inactives: at the top dose activity change, negative = inhibition, actives largely listed as inhibitors | hit rate 0.28% among 200,000 | AID 1379; note: % is set by controls: 0 for no effect and ±100 for the full control effect; nearly all actives have a fitted effect of over 60% in size
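Inhibition of Kinase-Glo luciferase light generation was assessed at 10 uM ATP in pH 7.2 imidazole buffer, with luminescence measured after eight minutes at ambient temperature.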
NPSR antagonist – neuropeptide S receptor (human) antagonism, cAMP. Q6W5P4. CHO-NPSR cells, cAMP TR-FRET, antagonist mode. Potency, µM (top dose mostly 38.3 µM), for the others: at the top dose activity change, negative = inhibition, usual class: inhibitors. hit rate 1% among 220,000; note: % is set by controls: 0 for no effect and ±100 for the full control effect; nearly all actives have a fitted effect of over 50% in size; many of its hits are not listed in these tables
Target sequence (Q6W5P4 whole entry, looked up): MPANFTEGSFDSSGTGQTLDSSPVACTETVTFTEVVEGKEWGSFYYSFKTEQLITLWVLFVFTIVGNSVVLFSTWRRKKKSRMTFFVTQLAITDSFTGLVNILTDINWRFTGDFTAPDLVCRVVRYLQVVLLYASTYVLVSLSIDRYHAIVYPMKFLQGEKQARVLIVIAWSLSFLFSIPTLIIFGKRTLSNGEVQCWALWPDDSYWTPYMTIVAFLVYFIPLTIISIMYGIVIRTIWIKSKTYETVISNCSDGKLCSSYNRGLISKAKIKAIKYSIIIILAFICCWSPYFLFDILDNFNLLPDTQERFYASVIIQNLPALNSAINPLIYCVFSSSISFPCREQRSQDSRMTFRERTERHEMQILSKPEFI
JMJD2E inh – JMJD2E (human) inhibition. JMJD2E catalytic domain, FDH-coupled NADH fluorescence (FDH is formaldehyde dehydrogenase). Potency, µM (highest dose often 57.1 µM), without a hit: top-dose activity change, negative = inhibition, hits mostly inhibitors. hit rate 1.6% among 230,000. AID 2147; active = well fitted inhibition curve with a large enough effect, not every such curve was filed as active; inconclusive = small, poorly fitted or top-dose-only effect, or another doubt; inactive = no such curve, though single readings can be large or run the other way;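 note: 0% = wells with enzyme and -100% = buffer wells without enzyme; nearly all actives have a fitted effect of over 50% in size; many of its hits are not listed in these tables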
Target sequence (B2RXH2 1-337 limits assumed): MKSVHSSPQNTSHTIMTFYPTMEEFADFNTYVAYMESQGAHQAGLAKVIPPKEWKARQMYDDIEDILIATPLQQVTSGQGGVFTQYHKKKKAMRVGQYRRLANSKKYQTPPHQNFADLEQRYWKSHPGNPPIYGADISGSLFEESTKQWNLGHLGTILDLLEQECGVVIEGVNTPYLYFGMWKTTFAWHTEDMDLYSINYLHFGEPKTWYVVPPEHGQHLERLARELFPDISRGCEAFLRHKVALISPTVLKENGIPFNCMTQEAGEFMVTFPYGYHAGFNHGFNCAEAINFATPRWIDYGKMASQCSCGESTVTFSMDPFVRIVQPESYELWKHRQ
RECQ1 inh – blocks DNA unwinding by human RECQ1; P46063; RECQ1 DNA unwinding, red fluorescence kinetic read; Potency, µM (series often up to 57.3 µM), for inactives: at the highest dose activity, negative = inhibition, most hits filed as inhibitors; hit rate 0.54% among 240,000; AID 2549;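 note: plate controls were vehicle for no effect and no enzyme for full effect; nearly all actives have a fitted effect of over 30% in size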
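50 nM RECQ1T1 preincubated 15 min with compound in Tris pH 8.0 buffer with MgCl2, DTT, Tween-20 and 2.5 ug/ml poly(dI-dC); started with 200 nM TAMRA/BHQ-2 forked duplex and 2 mM ATP. Unwinding read as fluorescence (525/598 nm), two reads 2 h apart.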
SMN2 splice enh – enhancers of SMN2 splice variant expression | HEK293 SMN2-luciferase splicing reporter, luminescence, 30-36 h | hit rate 2.8% among 210,000 | Potency, µM (series often up to 46.1 µM), for inactives: top-dose activity change, positive = activation, most hits filed as activators | AID 1458; note: % of control where 0% means no effect; nearly all actives have a fitted effect of over 55% in size
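HEK293 cells carry an SMN2 minigene-luciferase reporter in which exon 7 inclusion puts luciferase in frame. Cells were seeded at 2000 cells/well, attached for 10-12 hours, then exposed to compounds for 30-36 hours at 37C before ONE-Glo luminescence.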
IMPase Li inh – IMPase inhibition in cells with lithium potentiation | Potency, µM (highest dose often 59.4 µM), for the others: at the top dose activity, negative = IMPase inhibition, actives largely listed as inhibitors | hit rate 0.35% among 210,000 | AID 1457 | CHO-M1 cells, IP1 TR-FRET (IP-One), carbachol + lithium;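 note: IP1 builds up when IMPase is blocked and the TR-FRET signal falls; plate controls were basal vehicle for no effect and high inhibitor control for full effect; nearly all actives have a fitted effect of over 50% in size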
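Test compounds were applied to CHO-M1 cells previously cultured for 16–30 h at 2000 per well. A small lithium amount accompanied them; after 30 min at 37C, IP1 was quantified by TR-FRET.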
An asterisk follows results filed as active; i = inactive; ? = inconclusive; · = not tested or not shown; & = joins results of further samples; [ ] = another dose, or the depositor's remark. Unless noted, calls come from the whole dose curve; as a rule, active = well fitted curve in the direction sought with a large enough effect; inconclusive = small, poorly fitted or top-dose-only effect, or another doubt; inactive = no such curve, though single readings can be large; an effect the other way counts as inactive or inconclusive. Potency is the fitted concentration of half-maximal effect. Some of the compounds tested; rates above refer to the full screens.

compound,RECQ1 inh,NPSR antagonist,SMN2 splice enh,IMPase Li inh,Luc counter,Epigenetic reg,RGS12 GoLoco inh,JMJD2E inh
CCCCOc1ccc(C(=O)N2CC(C)OC(C)C2)cc1 (stereo unspecified),-4%,-14%[46.1 µM],·,24%[38.3 µM],-4%,1.9%,-29%,3%
Cc1ccc(NC(=O)c2ccc(F)c(S(=O)(=O)N3CCOCC3)c2)cc1F,0%,-6%[46.1 µM],-39%[inhibitor],2%[38.3 µM],2%,-1.0%,-4%,-3%
Cc1cc(F)ccc1NCc1cccnc1,1%,1%[46.1 µM],-11%,-12%[38.3 µM],-2%,-0.3%,3%,12%
O=C(Cc1ccc([N+](=O)[O-])cc1)N1CCCCCC1,-12%,0%,-18%,5%,-6%,11%,7%,-1%
CC(C)(C)SCCNC(=O)/C=C/c1ccc([N+](=O)[O-])cc1,i,-15%,13%,-3%,0%,2.9%,8%,5%
COc1cc(C=Nc2cccc([N+](=O)[O-])c2C)ccc1OC(C)=O,-5%,6%,20%,2%,1%,1.1%,35%[activator],3%
CCc1ccc(C(=O)c2oc3nc(C)cc(C)c3c2N)cc1,i,-9%[46.1 µM],-5%,15%[38.3 µM],-3%,-2.0%,3%,-23%
COc1ccc(CCN2C(=O)NC(NS(=O)(=O)c3ccc(N)cc3)(C(F)(F)F)C2=O)cc1OC (stereo unspecified),4%,24%,-11%,9%,3%,-0.9%,3%,2%
Cc1ccc(NC(=O)CN2C(=O)NC3(CCC(C)CC3)C2=O)c(Cl)c1 (stereo unspecified),-5%,9%[46.1 µM],5%,-9%[38.3 µM],-1%,-0.7%,11%,-8%
COc1ccc2nc(Nc3nc(CSc4nnc(C)s4)cc(=O)[nH]3)nc(C)c2c1,-4%,5%,-29%,1%,15%,3.9%,5%,4%
COc1cc(/C=N/NC(=O)c2ccccc2)ccc1OS(=O)(=O)c1ccccc1,i,-29%,2%,3%,-4%,-5.9%,4%,-4%
CN(CC[C@@H](Oc1ccc(-c2ccccc2)cc1)c1ccc(F)cc1)CC(=O)O,-8%,·,·,15%,3%,-0.4%,-1%,5%
Cc1cc(C)c(NC(=O)CN2CCN(C)CC2)c(C)c1,0%,14%[46.1 µM],-15%,-15%[38.3 µM],17%,4.1%,-8%,6%
CCc1ccccc1NC(=O)Cn1nnc(C(=O)NCc2cccs2)c1N,i,26%,20%&-8%,-3%,0%,2.9%&5.6%,4%,4%
CCOc1ccc(NC(=O)CC2C(=O)N(c3ccccc3)C(=O)N2Cc2ccco2)cc1 (stereo unspecified),-2%,-5%,-7%,9%,2%,-3.3%,4%,5%
COc1ccc2c(c1)CC/C(=C\C=C\c1ccccc1)C2=O,-3%,-24%[46.1 µM],?,12%,1%,-1.0%,5%,?
Cc1cc(C)n2ncc(C(=O)NCc3ccc(Cl)cc3)c2n1,-1%,-6%[46.1 µM],-17%,30%[38.3 µM],0%,7.9%,-3%,-6%
Cc1cc(C)c[n+](-c2nc3ccccc3nc2[N-]S(=O)(=O)c2ccc(Cl)cc2)c1,2%,-6%[46.1 µM],9%,5%,1%,2.1%,-1%,-6%
CCOC(=O)c1ccc(NC(=O)CCS(=O)(=O)c2ccc(Br)s2)cc1,i,-18%[46.1 µM],-17%,17%[38.3 µM],-4%,0.6%,10%,2%
COC(=O)c1cccc(S(=O)(=O)N2CCN(c3nc4ccccc4s3)CC2)c1,-9%,-4%[46.1 µM],-20%,26%[38.3 µM],-2%,0.0%,6%,7%
O=c1c2cc3ccccc3n2cnn1Cc1ccccc1F,-2%,5%[46.1 µM],-51%[inhibitor],-3%,-5%,-1.0%,158%[activator],-5%
CC(=O)CCCCn1cnc2c1c(=O)n(C)c(=O)n2C,3%,13%,·,·,·,0.6%,5%,7%
COc1ccc(NC(=O)N2CCCC3(CCN(C(=O)c4cccc(F)c4)CC3)C2)cc1,-2%,·,-7%,10%,-4%,·,12%,·
O=C(COC(=O)CCSc1ccccc1Cl)NCc1ccco1,-4%,-2%,-5%,-1%,3%,-0.3%,14%,-11%
O=C1c2cccc(OCC(=O)N3CCCc4ccccc43)c2CCN1Cc1ccccc1,8%,2%,·,1%,0%,0.0%,-4%,-9%
COc1cc(/C=N/NC(=O)c2cnccn2)cc(OC)c1OC,-7%,-1%[46.1 µM],14%,-2%,3%,3.4%,5%,0%
COc1ccc(C2C=C(C34CC5CC(CC(C5)C3)C4)NC(=S)N2)cc1OC (stereo unspecified),0%,-27%[46.1 µM],2%,-2%,5%,1.0%,2%,-9%
COC(=O)c1ccc(COn2c(=O)c(C)[n+]([O-])c3ccccc32)cc1,i,-1%[46.1 µM],-34%[inhibitor],?,1%,?,12%,-6%
Cc1cccnc1NC(=O)Nc1cccs1,-10%,4%[46.1 µM],13%,-17%[38.3 µM],-4%,2.2%,5%,2%
O=C(CCNc1ccc(F)c(Cl)c1)c1ccco1,-2%,-26%[46.1 µM],-2%,2%[38.3 µM],-1%,11%,4%,-4%
Cc1cc(C)c2c(N)c(C(=O)c3ccc(Br)cc3)oc2n1,i,21%[7.67 µM],·,·,·,-1.4%,-2%,-6%
COC(=O)C(NC(=O)c1ccc(C)cc1)(Nc1cccc(C)n1)C(F)(F)F (stereo unspecified),-9%,-10%[46.1 µM],-20%,9%,4%,0.0%,-7%,-7%
Cn1nc(-c2ccc(N3CCN(CCO)CC3)c([N+](=O)[O-])c2)c2ccccc2c1=O,i,-10%,3%,5%,1%,0.5%,14%,-4%
CC1=CC(=C(C#N)c2nc3ccccc3s2)C=C(C)N1c1ccc(F)cc1F,-1%,25%[46.1 µM],·,·,·,?,·,-4%
COc1cccc(C2NC(c3cccc(OC)c3O)C(C)C(=O)C2C)c1O (stereo unspecified),5%,-16%[46.1 µM],-18%,24%[38.3 µM],4%,-2.2%,-20%,20µM*
CCOC(=O)CSc1ncnc2c(C(=O)OCC)c3n(c12)CCC3,15%,-1%,0%,2%,-1%,-3.0%,4%,-13%
O=c1[nH]snc1N1CCOCC1,-1%,12%,14%,2%,1%,-0.2%,18%,-6%
CC(C)C(=O)Nc1nnc(CCN2CCOCC2)s1,-4%,-4%[46.1 µM],8%,-2%[38.3 µM],-4%,-1.5%,-10%,0%
COCc1cc(N2CCOCC2)nc(SCc2ccc(Cl)cc2)n1,2%,-36%,-17%,12%,-4%,6.3%,14%,-23%
O=C(CSc1ncnc2c1oc1ccccc12)OCc1ccccc1,i,?,9%,-6%[38.3 µM],-1%,0.0%,50%[activator],-3%
O=C(OCc1cccc2ccccc12)C1CC(=O)N(c2ccccc2)C1 (stereo unspecified),-7%,-6%[46.1 µM],-7%,-18%[38.3 µM],-3%,0.1%,-3%,5%
O=C(Nc1nnc(CCN2CCCCC2)s1)C1CCCCC1,2%,9%[46.1 µM],-7%,36%[activator][38.3 µM],-2%,1.8%,1%,3%
O=C(NCc1ccco1)c1cc(-c2cccc(Cl)c2)on1,-2%,-13%[46.1 µM],-6%,-27%[38.3 µM],-2%,-0.9%,5%,6%
COc1ccc(C(=O)NC(=S)Nc2ccc(CN3CCCCC3)cc2)cc1Cl,i,-14%,-15%,19%,3%,-3.0%,2%,4%
O=S(=O)(/N=C(/Nc1ccccc1)c1ccccc1O)c1ccccc1,i,-7%,20%,-3%,0%,-2.6%,-4%,-1%
CCN(CC)CCCN1C(=O)C(=O)/C(=C(/O)c2ccc3c(c2)CC(C)O3)C1c1cccnc1 (stereo unspecified),-13%,5%[46.1 µM],-7%,-4%[38.3 µM],2%,-0.9%,-7%,-5%
Cc1c(N)cccc1-n1cccc1,i,17%,·,3%,·,-0.3%,7%,-6%
CC(NC(=O)CNC(=O)OCc1ccccc1)C(=O)N1CC(O)CC1C(=O)OCc1ccccc1 (stereo unspecified),-1%,4%[46.1 µM],-8%,15%[38.3 µM],2%,1.5%,-1%,-1%
CCOC(=O)N(C)c1ccc(C(O)(C(F)(F)F)C(F)(F)F)cc1,-2%,2%[46.1 µM],-22%,28%[38.3 µM],-3%,0.0%,2%,3%
CC(C)(C)C1=C(C#N)C(c2cc3c(cc2Br)OCO3)C(C#N)=C(N)O1 (stereo unspecified),-4%,-27%[46.1 µM],13%,-2%[38.3 µM],-1%,-0.5%,9%,4%

Additional results follow.
compound,RECQ1 inh,NPSR antagonist,SMN2 splice enh,IMPase Li inh,Luc counter,Epigenetic reg,RGS12 GoLoco inh,JMJD2E inh
CS(=O)(=O)NCCSc1cc(C(F)(F)F)nc2ccccc12,-9%,-9%[7.67 µM],·,·,·,-1.4%,-2%,-11%
Cc1ccc2c(c1)c1c3n2CCN(C(=O)C2CC2)C3CCC1 (stereo unspecified),-8%,-18%[46.1 µM],-5%,3%[38.3 µM],-1%,-1.0%,15%,?
COc1ccc(CN(Cc2ccco2)S(=O)(=O)c2ccc(S(=O)(=O)N3CCCC3)cc2)cc1,-10%,-22%[46.1 µM],-14%,34%[activator][38.3 µM],0%,-1.2%,4%,-1%
COc1cccc(C(=O)Nn2c(-c3cccs3)nc3ccccc3c2=O)c1OC,6%,-3%,-6%,1%,-2%,-0.9%,13%,4%
COc1ccc(N2CCN(CC(O)COCCOc3ccc(Br)cc3)CC2)cc1 (stereo unspecified),1%,12%,-57%[inhibitor],2%,4%,-0.7%,2%,-15%
O=C(c1ccc(-c2ccccc2)cc1)c1ccccc1C(=O)N1CCOCC1,-3%,-29%[46.1 µM],·,21%[38.3 µM],-4%,1.0%,11%,8%
Cc1cccc(-c2c3c(=O)n(C)c(=O)n(C)c3cn2C(C)C)c1,2%,-6%[46.1 µM],30%,24%[38.3 µM],-2%,-1.0%,3%,-20%
COCCNC(=O)c1sc2nc(-c3ccccc3)cn2c1C,14%,-10%[46.1 µM],-2%,-17%[38.3 µM],-4%,-1.3%,10%,-4%
COC(=O)CCNC(=O)c1ccc2[nH]c(C)c(C)c2c1,-2%,-6%,23%,1%,4%,1.3%,2%,-10%
COc1cccc(NC(=S)NC(=O)c2c(Cl)c(C)nn2C)c1,-14%,-7%,15%,?,1%,0.9%,2%,2%
CN1CCN(c2nc(-c3cccnc3)nc3ccccc23)CC1,14%&12%,13%[46.1 µM],-7%,8%[38.3 µM],1%,-7.2%,4%&9%,-3%

Source: PubChem BioAssay (National Center for Advancing Translational Sciences (NCATS))
